Screening data deposited in PubChem by Broad Institute.
PGC1a acetyl inh – inhibitors of PGC1a acetylation signal, primary screen, cell-based, U2OS, AlphaScreen, inhibitor mode | AlphaScreen anti-acetyl-lysine; with virally co-expressed GCN5 acetyltransferase | inhibition, % at 15.6 µM | hit rate 0.17% among 350,000 | AID 651687, 2012;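 active = every replicate shows inhibition of at least 40%; inconclusive = mean inhibition at least 40% but some replicate below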;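 also: 0% = neutral control wells and 100% = positive control wells; some results beyond the cut were filed as inactive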
miR122 inh – miR-122 Renilla sensor signal increase in Huh7, primary screen, miR-122 inhibitor project, cell-based, single point, plate reader | Huh7 miR-122 Renilla luciferase sensor, 48 h; neutral wells = 0, positive control = 100 | activation (reporter increase), % at 12.5 µM | hit rate 0.3% among 340,000;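 active = mean replicate activation score at least 90 and every replicate individually at or above 90; inconclusive = only one of the two criteria met; inactive = neither criterion met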;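 also: higher luciferase means less miR-122 activity so hits act as miR-122 inhibitors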
RAD52 anneal inh – RAD52 DNA annealing inhibitors, primary screen, biochemical, FRET, single point, set 2. recombinant RAD52 DNA annealing, FRET fluorescence. inhibition, % at 18.7 µM. hit rate 0.46% among 360,000. AID 651710, 2012;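 active = every replicate showing at least 50% inhibition; inconclusive = mean inhibition at least 50% but not in every replicate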
Target sequence (P43351 whole entry, looked up): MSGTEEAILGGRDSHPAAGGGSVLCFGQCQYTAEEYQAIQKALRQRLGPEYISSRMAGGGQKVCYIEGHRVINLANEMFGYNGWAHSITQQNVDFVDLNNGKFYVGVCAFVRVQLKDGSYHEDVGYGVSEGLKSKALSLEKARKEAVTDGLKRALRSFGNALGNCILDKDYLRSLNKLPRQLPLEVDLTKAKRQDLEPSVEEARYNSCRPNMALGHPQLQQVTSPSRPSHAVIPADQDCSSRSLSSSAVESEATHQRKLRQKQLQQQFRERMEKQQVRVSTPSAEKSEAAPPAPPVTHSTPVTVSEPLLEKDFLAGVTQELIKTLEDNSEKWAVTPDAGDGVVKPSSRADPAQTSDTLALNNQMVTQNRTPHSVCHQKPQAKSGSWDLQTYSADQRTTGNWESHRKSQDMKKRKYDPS
ERAP1 HTS inh – human ERAP1 aminopeptidase inhibitors, primary screen, biochemical, single point, plate reader; Endoplasmic reticulum aminopeptidase 1 (Homo sapiens), Q9NZ08; recombinant ERAP1, Leu-AMC fluorescence, 60 min; inhibition, % at 10.7 µM; hit rate 0.15% among 340,000; AID 652197, 2013;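 active = mean replicate inhibition of at least 30%, or all replicates individually reaching that 30% level; inactive = mean below 30% and not every replicate reaching it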;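 also: 0% = neutral control wells and 100% = L-leucinethiol positive control wells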
Cneo AK release – Cryptococcus neoformans cell lysis inducers, primary screen, AK release luminescence, single concentration; hit rate 0.2% among 360,000; AID 651654, 2012; lysis activity, % at 15 µM; C. neoformans lysis, adenylate kinase release luminescence, 4 h; normalised: neutral wells 0, clomiphene wells 100;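 active = mean lysis activity across replicates of at least 80%, whatever share of replicates individually reach that level; inactive = mean lysis activity below 80%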
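Test system: log-phase Cryptococcus neoformans yeast cells; Quantity: yeast cell density of 5 × 10^6 cells/mL; Buffer or medium: YPD; Doses: single compound concentration per well; Timing: 4 h at 37 °C static, read 1 h later; Measured by: AK luminescence; Read-out basis: lysis from increased AK signal; Control set: Clomiphene as positive control.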
PglD inh – C. jejuni PglD acetyltransferase inhibitors, primary screen, biochemical, DTNB colorimetric, single point | purified PglD enzyme, DTNB colorimetric CoA detection | inhibition, % at 12.5 µM | hit rate 0.098% among 360,000 | AID 602405, 2012; in the data active = inhibition above about 16%, passing the limit was not always enough; inconclusive = no clear call, values can overlap the other calls; also: strong numbers were not always called active
RAD54 inh – inhibitors of human RAD54 branch migration, primary screen, biochemical, fluorescence, single point. hit rate 0.14% among 360,000. inhibition, % at 10.4 µM. RAD54 Holliday junction branch migration, FAM/BHQ fluorescence;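 active = mean normalized replicate activity at least 40 and at least half of replicates scoring 40 or more; inconclusive = only one of the two criteria met; inactive = mean below 40 and under half of replicates reaching 40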;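 also: 0% = median of neutral control wells and 100% = median of positive control wells; inhibitors cause a drop in the FAM fluorescence signal; in these data hits start at about 50%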
E-sel inducer – E-selectin induction in HUVECs, primary screen, imaging, HUVEC, immunofluorescence imaging, single point; P16581; normalized: neutral wells 0, TNF-alpha wells 100; activation, % at 7.58 µM; hit rate 0.37% among 260,000;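 active = mean E-selectin-positive cell signal at least 10% of the positive control, reached in at least 60% of replicates, without over 20% cell loss; inconclusive = no rule given, readout overlaps actives, possibly toxicity-flagged; inactive = the rest, including those meeting only one limit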;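 also: in these data hits start at about 27%; measured in HUVEC primary endothelial cells; signal is the percent of cells scored E-selectin positive by PE staining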
Target sequence (P16581 whole entry, looked up): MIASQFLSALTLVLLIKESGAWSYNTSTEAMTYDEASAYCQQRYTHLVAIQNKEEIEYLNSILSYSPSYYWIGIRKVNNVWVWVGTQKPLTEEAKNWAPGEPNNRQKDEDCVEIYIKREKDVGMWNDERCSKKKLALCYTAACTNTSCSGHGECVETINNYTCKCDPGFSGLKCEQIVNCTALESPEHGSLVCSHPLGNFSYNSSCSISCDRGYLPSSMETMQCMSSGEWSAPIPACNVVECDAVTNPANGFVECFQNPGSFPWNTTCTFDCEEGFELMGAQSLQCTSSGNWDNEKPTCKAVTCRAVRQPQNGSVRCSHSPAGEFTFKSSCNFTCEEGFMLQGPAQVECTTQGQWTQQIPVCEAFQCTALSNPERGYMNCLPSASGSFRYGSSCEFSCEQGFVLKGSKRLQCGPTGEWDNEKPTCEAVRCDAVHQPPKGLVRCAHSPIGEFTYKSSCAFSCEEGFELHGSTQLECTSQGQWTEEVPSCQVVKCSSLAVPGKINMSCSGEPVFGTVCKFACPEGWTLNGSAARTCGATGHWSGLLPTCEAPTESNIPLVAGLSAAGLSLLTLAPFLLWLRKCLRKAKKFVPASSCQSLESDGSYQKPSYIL
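System: HUVEC / Compound: single concentration / Signal: immunofluorescence imaging / Read-out: percent E-selectin-positive cells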
* hit, by the source's call; ? = inconclusive; nt = no result given; & = joins results of further samples; [ ] = another dose, or the depositor's remark.

SMILES	PGC1a acetyl inh	miR122 inh	RAD52 anneal inh	ERAP1 HTS inh	Cneo AK release	PglD inh	RAD54 inh	E-sel inducer
Cc1noc(NS(=O)(=O)c2ccc(N3C(=O)c4ccccc4C3=O)cc2)c1C	3	2	nt	nt	-1	-4	4	nt
COc1ccc(CN(C)C[C@@H]2OCCCC[C@H](C)Oc3ccc(NC(=O)Nc4ccc(F)cc4)cc3C(=O)N([C@@H](C)CO)C[C@@H]2C)cc1	-18	0[16.7 µM]	-11	-5	2	10	2	0.1
COc1ccc(CNC(=O)C(=O)NCC2OCCN2S(=O)(=O)c2ccc(OC)cc2)cc1 (configuration not stated)	-1	-10	-8	-3	0	5	-3	-0.5
COc1ccc(C)cc1S(=O)(=O)N1CCCC(C(=O)N2CCN(c3ccccc3)CC2)C1 (configuration not stated)	-1	-3	-9	-4	-1	0	-2	0.6
CC1C(=O)N(Cc2cn(CC3CCCCC3)nn2)CCS(=O)(=O)N1Cc1ccc(-c2ccncc2)cc1 (configuration not stated)	nt	-3	-10	0	3	0	-4	0.2
CN(C)C(=O)c1nnc(Cc2ccc(Cl)cc2)o1	nt	nt	-9	nt	5	5	-11	0.7
CSc1ccccc1NC(=O)COc1ccccc1C	nt	-2	-9	1	1	3	-5	7.4
O=C(CNC(=O)c1ccc(-c2ccccc2)cc1)Nc1ccc(S(=O)(=O)Nc2ncccn2)cc1	0	-5	-33	1	-3	3	-6	nt
C[C@H]1CN([C@@H](C)CO)C(=O)c2cccc(NC(=O)Nc3cccc4ccccc34)c2O[C@H]1CN(C)C(=O)NC1CCCCC1	6	-12[16.7 µM]	-10	-1	-10	3	1	0.3
C/C(CC(=O)Nc1ccc(N(C)C)cc1)=N\NC(=O)c1ccccc1O	0	7	-10	0	1	1	7	nt
O=C(NCCN1CCN(Cc2ccccc2)CC1)c1ccc(CS(=O)(=O)c2ccc(Br)cc2)o1	4	-1	-13	-2	5	1	3	nt
Cc1ccc(Nc2nc3ccccc3nc2-n2nc(C)cc2C)cc1	-5	-1	-7	2	1	1	4	-0.4

Sorted by the number under RAD52 anneal inh (rising): some entries from above.
mol	RAD52 anneal inh
COc1ccc(CN(C)C[C@@H]2OCCCC[C@H](C)Oc3ccc(NC(=O)Nc4ccc(F)cc4)cc3C(=O)N([C@@H](C)CO)C[C@@H]2C)cc1	-11
CN(C)C(=O)c1nnc(Cc2ccc(Cl)cc2)o1	-9
Cc1ccc(Nc2nc3ccccc3nc2-n2nc(C)cc2C)cc1	-7

(further entries)
SMILES	PGC1a acetyl inh	miR122 inh	RAD52 anneal inh	ERAP1 HTS inh	Cneo AK release	PglD inh	RAD54 inh	E-sel inducer
CN(C)CC(=O)N1[C@H](C#N)[C@@H](c2ccc(C#CC3CC3)cc2)[C@H]1CO	3	nt	12	0	-1	4	-20	3.5
COc1ccc(NS(=O)(=O)c2cc(NC(=O)c3cc(F)c(F)c(F)c3F)ccc2N2CCCC2)cc1	1	13	-4	0	nt	nt	nt	6.4
CCOc1cc(/C=N/Nc2nc(N3CCCCC3)nc(N3CCCCC3)n2)ccc1OC(=O)c1ccco1	-4	2	4	-4	1	-8	4	0.0
COc1ccc(N(C(=O)c2ccco2)S(=O)(=O)c2cccs2)cc1	-20	6	nt	nt	2	-2	-9	nt
CN(C(=O)CSC(=O)c1ccccc1)c1ccccc1	nt	nt	-2	4	0	5	8	nt
NCCNC(=O)c1ncsc1-c1cccc(F)c1	nt	-3	-6	0	-1	-3	-2	-0.1
C[C@H]1CCCCO[C@H](CN(C)S(=O)(=O)c2ccc(F)cc2)[C@@H](C)CN([C@@H](C)CO)C(=O)c2cc(NS(=O)(=O)c3cccs3)ccc2O1	-2	2[16.7 µM]	-75	2	-1	0	-1	1.0
O=C(NCc1ccco1)c1cc(-c2ccccn2)nc2ccccc12	9	-6	nt	nt	0	-3	24	nt
Nc1ccc(C(=O)N2N=C(c3ccccc3)CC2(O)C(F)(F)F)cc1 (configuration not stated)	1	-7	-14	0	-6	-5	4	0.3
COC(=O)c1ccccc1NC(=O)[C@@H]1CCC(=O)N1C1OC(=O)c2c1ccc(OC)c2OC (some centres not stated)	-8	-2	1	2	-4	5	-4	nt
COC(=O)c1c(-c2ccc(F)cc2)noc1N	-1	-3	-24	1	-1	-1	2	nt
CCOC(=O)C1(N(CC)CC)Sc2cc(C)ccc2NC1=O (configuration not stated)	-84	26	nt	nt	9	-4	2	nt
O=C1c2cccc3cccc(c23)C(=O)N1CCO	0	-6	-6	5	1	6	12	-0.1
O=C(C1CCCC1)N1CCCCN2[C@H](CO)[C@H](c3ccc(-c4cccc(F)c4)cc3)[C@H]2C1	-4	-23[16.7 µM]	39	1	2	0	-5	nt
CCN(CC)CCCNC(=O)C1CCC(CNS(=O)(=O)c2c(C)cc(C)cc2C)CC1 (configuration not stated)	nt	4	-2	-4	-1	2	-7	0.6
CC1CCCN(C(=O)CCS(=O)(=O)c2cc3c(cc2Cl)NC(=O)CO3)C1 (configuration not stated)	0	40	-9	2	0	5	3	nt
CCN(CC)C(=O)c1[nH]cnc1C(=O)Nc1ccc(OC)cc1	11	4	-2	4	-2	1	3	0.0
Cc1noc(C)c1NC(=O)N(C)C[C@H]1Oc2ccc(NC(=O)Nc3cccc4ccccc34)cc2CC(=O)N([C@@H](C)CO)C[C@@H]1C	-8	-2[16.7 µM]	6	2	56	2	-12	0.4
Cn1c(SCC(=O)N2CCN(c3ccccc3)CC2)nnc1-c1cc2ccccc2o1	-1	-6	nt	nt	-1	0	-4	nt
OC[C@@H]1[C@H](c2ccc(C#CC3(O)CCCC3)cc2)[C@@H]2CN(Cc3cccnc3)CCCCN12	5	0[16.7 µM]	3	nt	-4	0	-3	0.0
O=C(Cc1ccc(-n2c(=O)[nH]c3ccccc3c2=O)cc1)N1CCN(c2ccccc2)CC1	-20	-4	nt	nt	-1	-3	12	nt
CCN1CCN(CCCNC(=O)c2ccc3c(c2)N(Cc2ccccc2)CCS3)CC1	6	nt	32	8	-1	0	12	nt
O=c1cc(N2CCCC2)c(-c2ccccc2)n[nH]1	2	0	-3	-2	nt	nt	nt	nt
CO[C@@H](CN(C)S(=O)(=O)c1ccc(C)cc1)[C@@H](C)CN(Cc1ccccc1Cl)[C@H](C)CO	-10	nt	-13	0	7	-1	-7	0.0
N#C[C@@H]1[C@H](c2ccc(C#CC3CCCC3)cc2)[C@@H](CO)N1C(=O)Nc1ccc(F)cc1	-21	nt	-32	1	4	2	6	-0.2
O=C(Nc1ccc(N2CCOCC2)cc1)NC1CCCCC1	-1	-1	nt	nt	0	1	-3	nt
COc1ccccc1COC(=O)c1ccc(S(=O)(=O)N2CCOCC2)cc1	-6	-1	-18	-3	0	2	-10	nt
COc1cc(/C=C2/C(=N)N3C(=NC2=O)SN=C3S(=O)(=O)C(C)C)ccc1OC(=O)c1ccco1	nt	nt	-158	3	3	-2	-15	nt
C[C@@H]1CN([C@@H](C)CO)C(=O)Cc2cc(NC(=O)C3CC3)ccc2O[C@@H]1CN(C)Cc1ccc(C(F)(F)F)cc1	1	4[16.7 µM]	6	-3	77	3	-8	1.1
Cc1ccsc1-c1nc(CN(C)C(C2CC2)C2CC2)c(C)o1	5	6	-10	-3	-1	-3	1	-0.4
COc1cc(-c2nnc(Cn3cc(C(F)(F)F)ccc3=O)o2)cc(OC)c1OC	-37	-1	nt	nt	2	-1	-1	nt
Cc1ccc(Cl)cc1NC(=O)c1ccc(CSc2nnnn2C)cc1	1	-9	nt	nt	2	0	-11	nt
O=C(O)C1C2C=CC3(CN(CC(O)COc4ccccc4)C(=O)C13)O2 (configuration not stated)	2	-3	nt	nt	-2	5	0	nt
CN(C(=O)c1cccnc1)c1nnc(-c2cccnc2)s1	-10	9	nt	nt	9	1	-5	-1.2
O=C(Nc1ccc2c(c1)CCC2)c1cc(S(=O)(=O)Nc2ccc(F)cc2)c(Cl)cc1Cl	nt	?	-13	-4	0	6	-1	nt
COc1ccc(CN2C(=O)c3ccccc3C2C(=O)NC2CCC(C)CC2)c(OC)c1 (configuration not stated)	-36	32	-20	-1	3	2	2	0.0
COC(=O)c1csc(C2OC(CO)C(O)C2O)n1 (configuration not stated)	nt	nt	-3	0	-1	1	0	nt
O=C(O)CCNC(=O)c1ccc(NC(=O)Cc2ccc(Cl)cc2)cc1	-2	nt	-8	0	nt	nt	nt	0.0
Cc1ccc(-c2cc(NC(=O)c3ccccc3[N+](=O)[O-])n[nH]2)cc1	2	13	-11	0	1	6	0	1.1
O=C(NCCN1CCOCC1)c1ccc(Cl)c(S(=O)(=O)N2CCCCC2)c1	nt	-3	-7	-1	1	-3	14	-0.6
Cn1c(Cn2c(=O)sc3ccccc32)nnc1SCc1ccccc1	0	3	-12	nt	-5	-1	7	-0.4
Cc1ccc(S(=O)(=O)N2CCC(C(=O)NC3CCCCC3C)CC2)cc1 (configuration not stated)	-2	-8	-3	1	7	-3	0	nt
Cc1occc1C(=O)N/N=C/c1ccc(-c2ccccc2)cc1	8	6	-7	-4	-3	4	-4	nt
Clc1nnc(N/N=C/c2ccccc2)c2ccccc12	12	11	nt	nt	1	-2	-3	nt
COc1ccc(CN(C)C[C@H]2OCCCC[C@@H](C)Oc3ccc(NC(=O)Nc4ccc5c(c4)OCO5)cc3C(=O)N([C@@H](C)CO)C[C@H]2C)cc1	1	2[16.7 µM]	22	-3	54	-2	-5	0.1
CC(=O)Nc1nc(N(C)C)nc(N(C)C)n1	-18	4	-2	-4	-2	1	-13	nt
COc1cc(C(=S)N2CCOCC2)cc(Br)c1OS(=O)(=O)c1ccccc1	nt	nt	5	2	0	0	-4	-0.2
C[C@@H]1CN([C@H](C)CO)S(=O)(=O)c2ccc(C#CCN(C)C)cc2O[C@H]1CN(C)C(=O)c1ccccc1F	5	-6[16.7 µM]	-6	1	-13	-3	-21	0.3
COc1cc(CC(=O)Nc2ncc(C)s2)cc(OC)c1OC	-9	1	nt	nt	6	-3	-8	nt
O=C(c1ccccn1)c1ncc(C(F)(F)F)cc1Cl	-6	-6	nt	nt	6	-6	-6	nt
Fc1ccc(N2CCN(C(c3cccs3)c3nnnn3CCc3ccccc3)CC2)cc1 (configuration not stated)	-34	10	nt	nt	-2	10	2	nt
COC(=O)N(C)C[C@@H]1OCc2ccccc2-c2c(n(C)c3ccccc23)C(=O)N([C@H](C)CO)C[C@@H]1C	0&-4	3	6&4	0	2	5	6	-0.1
CN(C)CC(=O)Nc1ccc2c(c1)[C@H]1C[C@H](CC(=O)NC3CCCC3)O[C@@H](CO)[C@H]1O2	0	-6[16.7 µM]	0	-1	2	1	-7	-0.6
Clc1ccc(OCc2nn3c(C4CCCCC4)nnc3s2)c(Cl)c1	2	11	nt	nt	-1	-3	4	nt
O=S1(=O)C[C@@H](N2CCCC2)[C@H](COCc2ccccc2)N1	4	-2	-16	nt	3	1	-7	nt
O=C1CSC2=NCN(c3ccccc3)CN12	0	-2	nt	nt	2	0	-4	nt
Cc1c(CCOC(=O)CC23CC4CC(CC(C4)C2)C3)sc[n+]1CC(=O)c1ccc(Br)cc1	3	3	nt	nt	7	5	8	nt
